Htt clearance: compounds clearing mutant huntingtin protein | HeLa Exon1htt(103Q)mCFP, aggregate imaging; zero = plate's median compound well | inhibition, % at 1.5 µM | AID 853 | 47,000 compounds, 0.42% hits;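 active = inhibition of aggregate fluorescence above about 70%, also judged a hit by eye on the cell image, limit read from the data, passing the limit was not always enough; inconclusive = no rule stated for this call; inactive = not judged a hit on image review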;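 also: cells exposed to compound for three days before fixation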
Htt clearance grain fraction: second read-out of Htt clearance, no call of its own (marks repeat the call); fraction fluorescence in grains; measured here: aggregate grain fluorescence fraction; stronger effect = lower value;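 scaled fraction of total cell fluorescence in grains with unit not stated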
An asterisk follows results filed as active; ? = inconclusive; / = no result given. Not all compounds are listed; count on the stated rates, not on these rows.

SMILES	Htt clearance	Htt clearance grain fraction
Cc1ccc2c(CC(=O)NC3=NCCS3)coc2c1	-19	41
Nc1nc(SCC(=O)NCC2CCCO2)n[nH]1 (stereo not given)	6	18
O=S(=O)(Cc1ccccc1)N1CCN(C/C=C/c2ccccc2)CC1	-11	21
Cc1c(NC(=O)CN2CC(C)OC(C)C2)c(=O)n(-c2ccccc2)n1C (stereo not given)	-17	43
CN(C)S(=O)(=O)c1ccc(NC(=O)c2cc3ccccc3o2)cc1	-8	36
C[n+]1cnn2c1SCC1(COC1)C2	-50	31
O=C1CN(C(=O)CN2CCCC2)C(c2ccccc2)c2cc(Br)ccc2N1 (stereo not given)	21	15
CCN(CC)C(=O)C1CCN(S(=O)(=O)c2ccc(C3CNC(=O)C3)cc2)CC1 (stereo not given)	20	26
COCCCNc1nc2c(c(=O)[nH]c(=O)n2C)n1CCCc1ccccc1	47	16
O=c1cc(NCC2CCCO2)[nH]c(=O)n1-c1ccc(Cl)cc1 (stereo not given)	40	12
Cc1cccc(NC(=O)CSc2nnnn2C)n1	-19	48
Cc1ccsc1CNn1cnnc1SCc1ccccc1F	49	19
CCS(=O)(=O)N1CCN(Cc2ccncc2)CC1	20	28
CC(NC(=O)Cn1nnc(-c2ccncc2)n1)c1ccccc1 (stereo not given)	-18	23
CC1CN(Cc2nc3c(c(=O)n(C)c(=O)n3C)n2CCCO)CC(C)O1 (stereo not given)	-6	35
NS(=O)(=O)c1ccc(NC(=O)COC(=O)CCNC(=O)NC23CC4CC(CC(C4)C2)C3)cc1	57	14
CCOC(=O)c1[nH]c2cc3c(cc2c1NC(=O)CN1CCc2ccccc2C1)OCO3	-30	48
COc1cc(OC)cc(C(=O)N2CCN(C(=O)c3cccc(F)c3)CC2)c1	-56	28
Cc1ccn2c(C(=O)CSc3ccc(Cl)cc3Cl)c(C)nc2c1	37	26
CC(=O)c1cccc(N(C(=O)c2cnccn2)C(C(=O)NCc2ccccc2)c2ccco2)c1 (stereo not given)	-62	64
O=C(Nc1nnc(C2CCCC2)s1)C1CCC1	?	/
Oc1ccccc1Cn1c(-c2ccccc2O)nc2ccccc21	-34	25
CNC(=O)CCSc1ccc(C)cc1	10	17
Nc1nonc1C(=O)NCCN=Cc1cc(Cc2ccccc2)cc(Br)c1O	-29	45
Cn1c(=O)c2c(nc(NCC(O)CO)n2CCc2ccccc2)n(C)c1=O (stereo not given)	20	34
CC(C(=O)Nc1ccccc1-c1ccccc1)N1CCOCC1 (stereo not given)	-17	19
O=c1c2ccccc2[nH]c(=S)n1C1CCCCC1	11	35
CC(C)CCNC1=NCCCCC1	20	32
O=C1CSc2ccccc2N1Cc1ccccc1F	12	30
CCCN1CNC(=S)N(c2cccc(C)c2C)C1	58	18
COCCCN(C(=O)Nc1ccc(C)c(C)c1)C(C)c1ccccn1 (stereo not given)	21	39
Cc1ccccc1CS(=O)(=O)CC1(O)CCN(C(=O)c2cccc(C(F)(F)F)c2)CC1	14	33
CCOC(=O)c1cnn(-c2ccccc2)c1NC(=O)c1ccc(C)cc1	6	30
CCOC(=O)C1=C(O)/C(=C/c2cn(CC(=O)N3CCCC3)c3ccccc23)SC1=Nc1ccccc1	20	15
O=C(CSc1nnc(-c2cccs2)n1-c1ccccc1)NCc1ccc2c(c1)OCO2	73*	5.1*
O=C(Cn1nnc2ccccc21)OCC(=O)c1ccccc1	-11	22

In another format: entries from further up
Molecule,Htt clearance,Htt clearance grain fraction
CC(C)CCNC1=NCCCCC1,20,32
O=C1CSc2ccccc2N1Cc1ccccc1F,12,30

Full records as entered above. Order of values: Htt clearance | Htt clearance grain fraction
COCCCN(C(=O)Nc1ccc(C)c(C)c1)C(C)c1ccccn1 (stereo not given) in the list: 21 | 39
Nc1nc(SCC(=O)NCC2CCCO2)n[nH]1 (stereo not given) in the list: 6 | 18

(listing goes on)
SMILES	Htt clearance	Htt clearance grain fraction
O=C(COc1ccccc1)Nc1ccc2c(c1)nc1n2CCOC1	-11	36
CN(C)CCN1C(=O)C(=O)/C(=C(/O)c2ccc(F)cc2)C1c1ccccc1 (stereo not given)	-37	46
CC(C)COP(=O)(c1ccc(N(C)C)cc1)C(O)c1ccccn1 (stereo not given)	-18	25
Nc1nc2n(n1)C(c1ccccc1)CC(c1ccc(F)cc1)N2 (stereo not given)	-50	54
O=C(NC1CCCCC1)C1CCN(c2cnccn2)CC1	15	15
CCCn1nnc(NC(=O)c2ccc(Br)o2)n1	-27	30
Cc1cc(C)n(-c2ccc(C(=O)Nc3ccc4c(c3)OCCO4)cc2)n1	3	45
CC(=O)c1ccc(NC(=O)CSc2nccn2CCc2ccccc2)cc1	-38	32
COc1ccccc1CNC(=O)CCCNS(=O)(=O)c1cccc2nsnc12	-16	43
CCS(=O)(=O)N1CCC(NC(=O)c2ccco2)CC1	8	31
COc1ccc(CN2c3cc(S(=O)(=O)N4CCOCC4)ccc3N3CCCC32)cc1 (stereo not given)	-103	39
Cc1nc(C)c(C(=O)Nc2nc3c(C)cccc3s2)o1	50	20
O=C(Cc1ncn[nH]1)NCCc1ccccc1	-165	138
CC(C)Cn1nc(NC(=O)C(C)(C)C)c2cc3ccccc3nc21	-17	40
COc1ccc(CN(C(=O)c2snc(C(N)=O)c2N)C(C(=O)NC(C)(C)C)c2ccco2)cc1 (stereo not given)	-11	38
C=CCn1c(-c2cccn(Cc3cccc(Cl)c3)c2=O)n[nH]c1=S	18	18
O=C(O)c1ncc(-c2ccccc2)cn1	27	15
COc1ccc(-n2c(CNC(=O)c3ccc(S(=O)(=O)N4CCCC4)cc3)n[nH]c2=S)cc1	-43	51
CCCCC1(O)CC(C(F)(F)F)=NN1C(=O)COc1ccccc1 (stereo not given)	-44	30
CCOc1ccc(S(=O)(=O)N(CC(=O)O)c2ccc(C)cc2)cc1	-30	26
O=C(C1CC(c2ccccc2O)=NO1)N1CCc2ccccc2C1 (stereo not given)	-13	20
NC(=O)c1cccn1Cc1ccccc1Cl	-11	37
Cn1nnc2c(N3CCCCC3)nccc21	-25	41
CCCSc1ncnc2c1oc1ccccc12	18	29
CC(=O)c1cccc(NC(=O)C2CCCN(S(=O)(=O)c3cccc4cccnc34)C2)c1 (stereo not given)	-10	53
Cc1cc(C)nc(N2CCC(C(=O)Nc3cccc(C(F)(F)F)c3)CC2)n1	-27	50
CCN(CC)CCCN1C(=O)c2oc3ccccc3c(=O)c2C1c1cc(OC)ccc1OC (stereo not given)	-51	56
COc1ccc(NC(=O)c2cc(C(C)C)on2)c(OC)c1	-16	36
Cc1ccccc1-c1nnc(SCC(=O)Nc2cccc(C)c2C)o1	-49	30
Cc1ccc(Cn2ccc(NC(=O)c3cc(C(C)C)on3)n2)cc1	-192	104
O=C(NC1CCCCC1)C(c1ccccc1)N1CCOCC1 (stereo not given)	-36	51
Cc1ccc(C)c(/C(O)=C2\C(=O)C(=O)N(CCCn3ccnc3)C2c2ccncc2)c1 (stereo not given)	3	20
CCCOc1ccc(S(=O)(=O)NCCN2CCOCC2)c2ccccc12	2	17
CCC1Oc2ccc(C)cc2N(CC(=O)NCc2ccccc2OC)C1=O (stereo not given)	-93	40
O=c1cc(O)nc(SC23CC4CC(CC(C4)C2)C3)[nH]1	-26	43
Cc1cc(NC(=O)COc2ccc(N(C)S(=O)(=O)c3ccccc3)cc2)no1	-28	46
COc1ccc(Cl)c(Cn2c(NCCCO)nc3c2c(=O)n(C)c(=O)n3C)c1	-21	46
CCOC(=O)c1[nH]c(C)c(C(=O)NC2CCCCCC2)c1C	6	42
CCc1ccc2nc(-c3cccc(C)c3)nc(SCC(=O)NCC3CCCO3)c2c1 (stereo not given)	-5	40
O=C(NCCN1CCOCC1)C1CCN(S(=O)(=O)N2CCCCC2)CC1	31	29
NC(=O)C1CCN(C(=O)COc2ccc3ccccc3c2)CC1	-16	23
CC1CCN(c2cc(=O)n(C3CCCCC3)c(=O)[nH]2)CC1	14	45
COc1ccccc1-c1cc2ccccc2[nH]1	37	13
COc1ccc(OC)c(CCNC(=O)CC2Oc3ccccc3NC2=O)c1 (stereo not given)	-3	46
CCc1[nH]nc2c1C1(C(=O)N(Cc3ccccc3)c3ccccc31)C(C#N)=C(N)O2 (stereo not given)	30	14
Cc1nc(NC(=O)CN2CCOCC2)sc1-c1ccccc1	3	42
CCCNC(=O)N1CCN(c2nc(C(C)C)c3c(c2C#N)CC(C)(C)OC3)CC1	34	34
COc1cccc(-c2nc(CS(=O)CC(=O)O)c(C)o2)c1 (stereo not given)	11	32
Cc1cc2cc3c(cc2nc1SCC(=O)Nc1ccccc1)CCC3	36	24
O=C(NCCO)c1cc2ccccc2cc1O	37	12
CCOc1cc(-c2nc(-c3ccncc3)no2)cc(OCC)c1OCC	4	20
Nn1c(CN2CCCCC2)nc2ccccc2c1=O	-13	19
Cc1ccc(/C(O)=C2/C(=O)C(=O)N(CCN3CCOCC3)C2c2ccccn2)cc1 (stereo not given)	8	18
COc1ccc(-c2cc3nnc(-c4ccccc4)nc3s2)cc1	5	20
O=C(CSc1nnc(-c2ccco2)n1CC1CCCO1)c1ccc(F)cc1 (stereo not given)	-62	29
COc1ccc(C(C(=O)NC2CCCC2)N(C(=O)c2ccco2)c2ccc3c(c2)OCO3)cc1OC (stereo not given)	48	11
CCOC(=O)c1cn(-c2ccccc2)nc1-c1ccncc1	-52	54
COC(=O)NNC(=S)Nc1cc(OC)ccc1OC	24	29
CCC1Oc2ccc(C)cc2N(CC(=O)N(Cc2cccnc2)Cc2ccc(C)o2)C1=O (stereo not given)	-19	22
COc1ccc(C(=O)NCC(=O)O)cc1	?	/

The list goes on, overlapping the part above by two compounds.
SMILES	Htt clearance	Htt clearance grain fraction
CCC1Oc2ccc(C)cc2N(CC(=O)N(Cc2cccnc2)Cc2ccc(C)o2)C1=O (stereo not given)	-19	22
COc1ccc(C(=O)NCC(=O)O)cc1	?	/
COc1ccc(-c2cc(C(F)(F)F)nc(N3CCCCC3)n2)cc1OC	-33	49
CCOC(=O)CSc1nnc(-c2ccc(NS(=O)(=O)c3ccc(C)cc3)cc2)o1	-40	23
COc1cccc(CN2CCN(S(=O)(=O)c3ccc(Br)cc3)CC2)c1	-12	24
CCCCOCCCNC(=O)CN1C(=O)c2ccccc2C1=O	-10	42
Cc1nn(C)c(C)c1S(=O)(=O)N1CCC(C(=O)NCC2COc3ccccc3O2)CC1 (stereo not given)	-1	49
O=C(NCCc1ccccn1)c1ccc(COc2ccccc2)o1	-133	39
C/C(Cn1cnc([N+](=O)[O-])n1)=N\NC(=O)c1cccc(F)c1	-34	26
COc1ccccc1NC(=O)CSc1nnc(C)n1CC1CCCO1 (stereo not given)	18	16
CC(C)CN1C(=O)c2ccc(C(=O)NCc3ccc4c(c3)OCO4)cc2C1=O	-16	23
CCOc1ccc(NC(=O)C2CCN(C(=O)NC3CCCCC3)CC2)cc1	-23	22
CCc1cccc(CC)c1NC(=O)c1cccc(N)c1	-4	24
COc1ccc(C(=O)Nc2cccc(-c3nc4ncccc4o3)c2C)cc1OC	-49	26
CC(C)(C)OC(=O)NCc1nc(N)n[nH]1	-82	37
Cc1cc(C)cc(N(CCC#N)C(=O)CSc2nc3nc(C)cc(C)n3n2)c1	-51	43
CCOC(=O)c1cc(-c2nnc(-c3ccc(Cl)cc3)o2)c(C)nc1C	-65	86
COc1cc(C(=O)Nc2cccc(-c3nc4ncccc4o3)c2C)cc(OC)c1OC	32	14
CCCS(=O)(=O)Nc1cc(C(F)(F)F)ccc1OCCOC	13	31
CC1CCN(C(=O)Cn2nc(C(F)(F)F)c3c2CCCC3)CC1	-20	44
CC1CN(c2ccc(Oc3ccccc3)cc2)c2nc3c(c(=O)[nH]c(=O)n3C)n2C1 (stereo not given)	-41	29
O=C(NCc1ccco1)c1cccnc1-c1nc2ccccc2s1	-57	26
Cc1cccc(NC(=O)CSc2nnc(-c3ccccc3)n2N)c1C	-1	41
CCCCn1c(Cc2ccccc2)nnc1SCC(=O)Nc1cc(C)on1	-25	25
CC(=O)C1=C(O)C(=O)N(Cc2cccnc2)C1c1ccccc1Cl (stereo not given)	-3	36
CCN(Cc1ccccc1)C(=O)CCc1nc(-c2ccc(C)cc2)no1	15	16

5 of the compounds above, comma-delimited:
structure,Htt clearance,Htt clearance grain fraction
Cc1cccc(NC(=O)CSc2nnc(-c3ccccc3)n2N)c1C,-1,41
CCOC(=O)c1cc(-c2nnc(-c3ccc(Cl)cc3)o2)c(C)nc1C,-65,86
CC(C)(C)OC(=O)NCc1nc(N)n[nH]1,-82,37
Cc1cc(C)cc(N(CCC#N)C(=O)CSc2nc3nc(C)cc(C)n3n2)c1,-51,43
CCCS(=O)(=O)Nc1cc(C(F)(F)F)ccc1OCCOC,13,31

(more compounds)
SMILES	Htt clearance	Htt clearance grain fraction
CCOc1cc(C#N)c(NC(=O)c2cccnc2)cc1OCC	-79	66
CCOC(=O)Cc1csc(SCc2nc3ccccc3c(=O)[nH]2)n1	?	/
COc1ccc(-c2ccc(C#N)c(OC(=O)c3c(Cl)cccc3Cl)n2)cc1	-6	33
O=S(=O)(Nc1ccc2oc(-c3ccccc3)nc2c1)c1ccccc1	27	25
CC(=O)NCCCc1c[nH]c2ccc(Cl)cc12	-48	28
CS(=O)(=O)N(CCc1ccccc1)CC(=O)NCc1ccco1	26	15
N#Cc1c(NC(NC(=O)c2ccco2)C(=O)c2ccccc2)sc2c1CCCC2 (stereo not given)	1	17
C=CCn1c(SCC(=O)Nc2ccc(C)cc2C)nnc1-c1cccnc1	-27	30
CS(=O)(=O)NCc1ccc(C(=O)NC2CCCCC2)cc1	-37	27
COCC(=O)N1CCC(n2nnc3cc(F)ccc32)CC1	15	18

Source: PubChem BioAssay (Columbia University Molecular Screening Center)
